# KDM5B inhibitor – Primary screen for KDM5B Histone Demethylases FDH-coupled qHTS; Potency, µM (doses to about 57.7 µM), for the others: top-dose activity change, negative = inhibition, usual class: inhibitors; 220,000 tested, 2.6% active; AID 1347165, 2019; KDM5B demethylase, FDH-coupled NADH fluorescence (FDH is formaldehyde dehydrogenase); Lysine-specific demethylase 5B (Homo sapiens), Q9UGL1; active = well fitted inhibition curve with a large enough effect; inconclusive = small, poorly fitted or top-dose-only effect; inactive = no such curve, though single readings can be large or run the other way; also: 0% is about no effect; nearly all actives have a fitted effect of over 70% in size
# Target sequence (Q9UGL1 whole entry, looked up): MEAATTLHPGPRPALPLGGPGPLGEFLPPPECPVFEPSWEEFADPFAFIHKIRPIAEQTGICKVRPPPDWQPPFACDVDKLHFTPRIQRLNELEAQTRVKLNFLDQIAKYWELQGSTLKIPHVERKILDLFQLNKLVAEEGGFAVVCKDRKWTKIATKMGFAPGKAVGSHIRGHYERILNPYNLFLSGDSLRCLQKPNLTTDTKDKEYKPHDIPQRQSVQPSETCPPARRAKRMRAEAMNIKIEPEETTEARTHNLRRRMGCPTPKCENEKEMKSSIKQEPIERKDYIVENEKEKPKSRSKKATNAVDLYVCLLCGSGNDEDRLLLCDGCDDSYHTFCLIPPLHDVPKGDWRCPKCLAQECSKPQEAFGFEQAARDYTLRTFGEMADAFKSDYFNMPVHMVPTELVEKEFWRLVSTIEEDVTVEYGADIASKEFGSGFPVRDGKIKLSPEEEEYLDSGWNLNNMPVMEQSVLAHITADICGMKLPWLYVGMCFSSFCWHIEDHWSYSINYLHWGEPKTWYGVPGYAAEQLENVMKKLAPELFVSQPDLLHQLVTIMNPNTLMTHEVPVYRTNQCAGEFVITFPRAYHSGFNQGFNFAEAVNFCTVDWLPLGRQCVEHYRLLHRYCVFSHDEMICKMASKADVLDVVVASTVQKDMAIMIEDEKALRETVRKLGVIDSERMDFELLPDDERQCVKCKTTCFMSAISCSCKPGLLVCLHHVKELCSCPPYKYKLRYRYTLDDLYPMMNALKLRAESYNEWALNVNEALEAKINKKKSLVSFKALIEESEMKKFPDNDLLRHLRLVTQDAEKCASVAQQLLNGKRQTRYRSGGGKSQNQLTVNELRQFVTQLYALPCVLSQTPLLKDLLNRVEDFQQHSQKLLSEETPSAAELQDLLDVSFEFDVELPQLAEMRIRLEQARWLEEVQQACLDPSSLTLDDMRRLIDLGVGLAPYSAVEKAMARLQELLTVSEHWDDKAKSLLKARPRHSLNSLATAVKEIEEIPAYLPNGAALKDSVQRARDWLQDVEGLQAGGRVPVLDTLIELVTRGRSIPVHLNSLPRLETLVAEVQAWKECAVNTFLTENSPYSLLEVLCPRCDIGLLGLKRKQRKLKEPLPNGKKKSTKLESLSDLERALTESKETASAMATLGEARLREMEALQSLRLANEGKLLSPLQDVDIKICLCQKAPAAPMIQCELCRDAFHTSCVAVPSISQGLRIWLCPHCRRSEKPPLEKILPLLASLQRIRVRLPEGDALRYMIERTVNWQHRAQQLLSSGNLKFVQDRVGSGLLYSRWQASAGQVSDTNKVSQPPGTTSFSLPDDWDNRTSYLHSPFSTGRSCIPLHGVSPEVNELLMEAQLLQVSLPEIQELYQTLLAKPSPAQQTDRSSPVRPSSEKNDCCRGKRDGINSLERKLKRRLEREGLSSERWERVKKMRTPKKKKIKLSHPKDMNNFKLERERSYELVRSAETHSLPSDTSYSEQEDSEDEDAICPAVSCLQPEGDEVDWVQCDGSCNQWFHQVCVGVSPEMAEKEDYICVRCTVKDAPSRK
#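 Compound dilutions met 200 nM (final) KDM5BΔAP for 10 min at room temperature before substrate addition. The substrate mix held 12.5 µM H3K4me3 with cofactors 25 µM α-ketoglutarate and 50 µM Fe²⁺. NADH signal gain over 30 min defined activity.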
# * marks the source's active call; other numbers are inactive results; ? = inconclusive; [ ] = dose if it differs, or a comment. Potency is read from the fitted curve at half-maximal effect. A portion of the library (hit frequency here may not be typical).
SMILES,KDM5B inhibitor
O=C(COCc1cc(-c2ccc(F)cc2)on1)Nc1cc(F)ccc1F,-4%
O=C(O)C(=O)/C(=C/c1ccsc1)c1ccc2ccccc2n1,?
CCc1cc(=O)n(Cc2ccccc2)c(N2CCOCC2)n1,-3%
COc1ccc(CNC(=O)C[C@@H]2C[C@@H](C(C)C)[C@H](CNC(=O)c3cccnc3)C=C2C)cc1,?
COc1ccc(NC(=O)COc2ccc3cc(Br)ccc3c2)cc1S(=O)(=O)N(C)C,-4%
CC(C)NC(=O)N1CCC2(CC1)CN(C(=O)Cc1ccc(O)cc1)CCO2,9%[115 µM]
CCOc1ccc(/C=N/NC(=O)Cc2cccs2)cc1,12%
COC1CCOC2(CCN(C(=O)Nc3ccccc3F)CC2)C1 (stereo not given),-15%
O=C(NC1CCCCCC1)c1ccc(CN2C(=O)NC3(CCS(=O)(=O)CC3)C2=O)cc1,22%
CC(C)CNC(=O)c1cc(C2CC2)nc2c1c(C1CCCN1)nn2-c1ccccc1 (stereo not given),16%[115 µM]
Cc1cccc(N2CCN(CCCNC(=O)Cn3ncc4c([nH]c5ccccc54)c3=O)CC2C)c1 (stereo not given),-7%
COc1cc2cc(-c3ccc(O)cc3O)nc(C)c2cc1OC,-31%
Fc1ccc(CSc2nncn3c2cc2occc23)c(Cl)c1,?
Cc1ccc(S(=O)(=O)N(C)C)cc1NC(=O)C(C)OC(=O)c1ccc2c(c1)OCCO2 (stereo not given),16%
Cc1cc(C)c2c(n1)SCC(=O)N2CC(=O)Nc1ccc(C)c(C)c1,-10%
NCCn1cc(C(=O)NCc2cccnc2Oc2cccc(C(F)(F)F)c2)nn1,-25%
COC[C@@H]1CN(C(=O)c2ccc(C#N)cc2)C[C@H]1c1ccccn1,11%
CCOc1ccc(N(CC(=O)Nc2ccc3c(c2)OCO3)S(=O)(=O)c2ccccc2)cc1,-45%
CN(Cc1nc2scc(-c3ccc(F)cc3)c2c(=O)[nH]1)Cc1ccco1,11%
CCC(C)NC(=O)CCc1cccnc1 (stereo not given),-13%
Cc1cc(C)c(CNC(=O)c2cc(-c3cnn(C)c3C)cc3c2OCCN3C(C)C)c(=O)[nH]1,?
O=C1CC(C(=O)O)C2(CCCCC2)O1 (stereo not given),16%
Cc1c(C(=O)N2CCCC(CO)C2)c(-c2ccccc2)nn1-c1ccccc1 (stereo not given),12%
COC(=O)C1CCN(C(=O)COC(=O)c2ccc(N3CCCC3=O)cc2)CC1,-7%
O=C(Cn1ncc2ccsc2c1=O)N1CCN(c2ccccc2)CC1,-8%

# The results go on:
SMILES,KDM5B inhibitor
CCC(C)[C@H](NC(=O)N1CCCCC1)C(=O)OC (stereo not given in full),-22%
Cc1ccc(-n2nc(CO)c(C(=O)NCc3cccnc3)n2)cc1C,?
COc1ccc2c(C)c(CCC(=O)NCc3ccc4c(c3)OCO4)c(=O)oc2c1,15%
Cc1ccccc1C(=O)NC1CCN(CC(=O)N2CCCCC2C)CC1 (stereo not given),18%
NC(=O)[C@@H]1CCCN1CC[C@H]1CN(S(=O)(=O)c2ccccc2)CC[C@H]1CC(=O)O,-13%[86.2 µM]
Cc1ccccc1NC(=O)COC(=O)c1ccc2ccccc2n1,6%
COc1ccc(C2NC(=O)NC3=C2C(=O)N(Cc2ccccc2)C3)cc1OC (stereo not given),20%
O=C(Nc1cccnc1)c1cc(-c2ccncc2)nc2ccccc12,-6%
Cc1nc(C2CC2)ncc1C(=O)O,-10%
CSc1cccc(NC(=O)CSc2n[nH]c(-c3ccccc3Cl)n2)c1,2%
CN(c1ccccc1)c1cc(=O)c2ccnc(-c3ccccc3O)c2o1,-4%[86.2 µM]
COc1ccccc1/C=N/NC(=O)CCC(=O)Nc1cccc(Cl)c1C,2%
C/C(=N/Nc1ccc(S(=O)(=O)Nc2ccccc2)cc1[N+](=O)[O-])c1ccc(C#N)cc1,17%
Cc1ccc(C(=O)NCc2ccnc3[nH]ccc23)cc1,?
CC(C)N1C(=O)C2(CCCC2)C1C(=O)Nc1cccnc1 (stereo not given),-16%
Clc1ccc(CCNC(c2nnc(-c3ccccc3)o2)c2ccccc2Cl)cc1 (stereo not given),-11%
COc1ccc(C2(C(=O)N[C@@H]3CN(c4ccncn4)C[C@H]3CN(C)C)CC2)cc1,23%
Fc1ccc(-n2ncc3c(Nc4cccc(Cl)c4)ncnc32)cc1,?
O=C(C[n+]1cc(-c2ccc(Cl)cc2)n2c1CCC2)Nc1nc(-c2ccc(F)cc2)cs1,10%
Cc1ccc(NC(=O)C2CC(=O)N(C(C)C)C2)cc1Cl (stereo not given),34%
COc1ccc(Cn2c(C(=O)O)c(CNCc3cccc(OC)c3)c3ccc(C)cc32)cc1,-19%
O=S(=O)(CCN1CCN(c2ccccn2)CC1)c1ccc(F)cc1,20%
CCOc1ccc(-c2ncnn2-c2sc3c(c2C#N)CCCCC3)cc1,?
CCC(CC)NC(=O)C(C)c1ccc2cc(OC)ccc2c1 (stereo not given),12%
CS(=O)(=O)N1Cc2ccccc2CC2(CCN(CC3CCNC3)C2)C1 (stereo not given),12%[115 µM]

# Remaining list, next part
SMILES,KDM5B inhibitor
O=C(C1Cn2cccc2C(=O)N1Cc1ccccc1)N1CCN(c2ncccn2)CC1 (stereo not given),18µM*
CCOc1ccc(OCC)c(NC(=O)c2cc3n(n2)CC(c2ccc(Cl)cc2)OC3)c1 (stereo not given),14µM*
C=CCn1c(-c2ccccc2Cl)cn2cc(C(=O)N3CCCC(O)C3)nc2c1=O (stereo not given),?
Cc1ccc(NCc2c(C#N)c3ccccc3n2C)cc1,15%
O=c1[nH]c(N2CCN(c3ccc(F)cc3)CC2)nc2c1CCC2,14%
Cc1cc(C)c2c(=O)cc(C(=O)N(Cc3ccccc3)Cc3ccco3)oc2c1,-9%
Cc1ccc(C(=O)NCc2ccc(N3CCCC3)nc2)cc1F,-2%
Cc1nc2c(c(-c3ccc(O)cc3)n1)CN(Cc1ccccc1)CC2,-35%[86.2 µM]
COc1cccc(NC(=O)c2oc3ccccc3c2NC(=O)c2cc3ccccc3o2)c1,-17%
CCCNC(=O)CC1CCCN(c2cnn(CC3CC3)c(=O)c2)C1 (stereo not given),7%
Cc1ccc(-n2ncc(C(=O)Nc3ccc4c(c3)OCO4)c2C2CCN(C(=O)OC(C)(C)C)CC2)cc1,?
Fc1cc(NC(=S)N2CCc3ccccc32)ccc1Cl,-9%
CCOCc1nc(C2CCCN2C(=O)Cc2cccc(OC)c2)no1 (stereo not given),-1%
COc1cccc(C(=O)N2CCC(NS(=O)(=O)c3cccs3)CC2)c1,-13%
N#Cc1cccc(COC(=O)c2ccccc2SCc2ccco2)c1,1%
CCCC(=O)N1Cc2ccccc2CC2(CCN(CC3CCOCC3)CC2)C1,5%[115 µM]
CCOc1ccccc1CN1C[C@@H](CO)[C@H](C2CCN(C(C)=O)CC2)C1,-12%
CCc1ccc(-c2nc(C3CC(=O)N(c4ccc(C)cc4)C3)no2)cc1 (stereo not given),-19%
Cc1ccc(NC(=O)N2CCCN(C(=O)C3CC3)C(c3ccccc3)CC(=O)NCC2)cc1C (stereo not given),0%
CCn1cc(CN2CCN(S(C)(=O)=O)CC2)ccc1=O,?
COC(=O)[C@@H]1Cc2c([nH]c3ccccc23)[C@H]2C[C@H](NCCNC(C)=O)C[C@@H](c3ccccc3)N21,28µM*
c1ccc(-c2cnc([C@@H]3COCCN3Cc3cnc[nH]3)[nH]2)cc1,-5%[86.2 µM]
CC(=O)NCCc1nc2cc(NC(=O)Nc3ccccc3)ccc2n1C,-8%
COc1ccc(C2CCCCCN2C(=O)C2CCN(S(=O)(=O)c3ccc(Cl)cc3)CC2)cc1 (stereo not given),-6%
O=C(NCc1cccc(F)c1)C1CCN(c2nc3ccccc3nc2C(F)(F)F)CC1,1%

# 15 of the compounds above, with values ahead of the structure:
KDM5B inhibitor	canonical_smiles
?	C=CCn1c(-c2ccccc2Cl)cn2cc(C(=O)N3CCCC(O)C3)nc2c1=O (stereo not given)
15%	Cc1ccc(NCc2c(C#N)c3ccccc3n2C)cc1
14%	O=c1[nH]c(N2CCN(c3ccc(F)cc3)CC2)nc2c1CCC2
-9%	Cc1cc(C)c2c(=O)cc(C(=O)N(Cc3ccccc3)Cc3ccco3)oc2c1
-2%	Cc1ccc(C(=O)NCc2ccc(N3CCCC3)nc2)cc1F
-35%[86.2 µM]	Cc1nc2c(c(-c3ccc(O)cc3)n1)CN(Cc1ccccc1)CC2
-17%	COc1cccc(NC(=O)c2oc3ccccc3c2NC(=O)c2cc3ccccc3o2)c1
7%	CCCNC(=O)CC1CCCN(c2cnn(CC3CC3)c(=O)c2)C1 (stereo not given)
?	Cc1ccc(-n2ncc(C(=O)Nc3ccc4c(c3)OCO4)c2C2CCN(C(=O)OC(C)(C)C)CC2)cc1
-9%	Fc1cc(NC(=S)N2CCc3ccccc32)ccc1Cl
-1%	CCOCc1nc(C2CCCN2C(=O)Cc2cccc(OC)c2)no1 (stereo not given)
-13%	COc1cccc(C(=O)N2CCC(NS(=O)(=O)c3cccs3)CC2)c1
1%	N#Cc1cccc(COC(=O)c2ccccc2SCc2ccco2)c1
5%[115 µM]	CCCC(=O)N1Cc2ccccc2CC2(CCN(CC3CCOCC3)CC2)C1
-12%	CCOc1ccccc1CN1C[C@@H](CO)[C@H](C2CCN(C(C)=O)CC2)C1

# (next part)
SMILES,KDM5B inhibitor
COc1cc(NC(=O)Cn2c(N3CCC(C)CC3)nc(C)cc2=O)cc(OC)c1,4%
Cc1ccsc1CNC(=O)Cc1ccc(F)cc1,-7%
O=C(CSc1nnc(-c2ccncc2)n1C1CC1)Nc1ccccc1C(=O)NC1CC1,?
c1ccc(Oc2cc3c(cn2)NCCN(Cc2ccsc2)C3)cc1,?
CC(C)Cc1cc(CNC(=O)C(c2ccccc2F)N(C)C)on1 (stereo not given),-2%
CCCCCOc1ccc(/C=C2\Cc3ccccc3C2=O)cc1,6%
COc1ccc(-c2nc(CS(=O)Cc3ccccc3C)cs2)c(OC)c1 (stereo not given),?
Cn1c(SCC(=O)Nc2nccs2)nnc1-c1ccccn1,3%
O=C1NC2=C(C(=O)CCC2)C(c2ccc([N+](=O)[O-])cc2)N1 (stereo not given),-1%
CCn1nc(C)c(NC(=O)c2cc3sccc3n2Cc2ccccc2)c1C,-17%
CCCCN(C)S(=O)(=O)c1ccc(C(=O)Nc2sc3c(c2C(N)=O)CC(C)(C)NC3(C)C)cc1,?
CCc1ccc(CNC(=O)C2CCCN(c3nnc(C)c4c(C)n(-c5ccc(OC)cc5)nc34)C2)cc1 (stereo not given),-19%
CS(=O)(=O)c1ccc(-c2nnc(NC(=O)c3ccc4c(c3)OCCO4)o2)cc1,?
CCOc1ccc(CC(=O)N2CCC[C@H]2c2nc(-c3ccccc3)no2)cc1,-13%
O=C(Nc1ccc(Br)cn1)Nc1ccccc1Cl,8%
CC(C)c1ccc2oc(-c3cccc(NC(=O)c4cccnc4)c3)nc2c1,-9%
CCC(C)c1ccc(NC(=O)c2nccnc2N)cc1 (stereo not given),-20%
O=C(OCC(=O)N1CCCC1)c1cc(=O)c2ccccc2o1,6%
c1ccc(Nc2cccc(Nc3nc(CN4CCOCC4)nc4sc5c(c34)CCC5)c2)cc1,-17%
Cn1c(Cn2cccn2)nnc1C1CC(NC(=O)c2cc(C#N)c[nH]2)C1 (stereo not given),-17%
CCCS(=O)(=O)N1CCC2(CC1)CN(C)CC2COC (stereo not given),-2%
COc1cccc(C(=O)NC2CCCCC2)c1,27%
COC(=O)C1=CN(Cc2cccs2)C=C(C(=O)OC)C1c1cccc(OC)c1OC,-143%
O=C1c2ccccc2C(=O)C1(c1ccccc1)N1CCN(c2cccc(C(F)(F)F)c2)CC1,-29%
Cc1ccccc1Nc1nc(C(=O)NCc2ccccc2)cs1,-20%

# (more compounds)
SMILES,KDM5B inhibitor
Cc1nc(-c2cccc(N3CC(C(=O)NC4CCCCC4)CC3=O)c2)no1 (stereo not given),-12%
COc1cc(C)c(NC2CCOC2=O)cc1OC (stereo not given),?
NS(=O)(=O)c1ccc(NCS(=O)(=O)O)cc1,-5%
Cc1ccc2nc(-c3c[nH]c4ccccc34)c(Nc3ccccc3C)n2c1,?
COc1cc(Nc2ncnc3onc(-c4ccc(Cl)cc4)c23)cc(OC)c1,?
CCn1cc(C(=O)NCc2ccccc2Cl)c(=O)c2cc(S(=O)(=O)N3CCCCCC3)ccc21,14%
Nc1nc(C2CC(N)C2)cc(N2CCCN(Cc3cccs3)CC2)n1 (stereo not given),-17%
CCCCC(=O)Nc1cc(C)c(O)c(-c2nc3ccccc3o2)c1,2%
C/C(=N\Nc1ccc(F)cc1F)c1sc2ccc(Cl)cc2c1C,15%
COc1ccc(OC)c(NC(=O)Cn2c(=O)n(CC3CCCO3)c(=O)c3cc(OC)c(OC)cc32)c1 (stereo not given),-21%
C=CCNC(=O)NC(=O)Cn1ccnc1,22%
COc1ccc(CNC(=O)c2c(OCC3CC3)cc(=O)n3c2CCOCC3)cc1,5%
Cc1ccc(S(=O)(=O)NCC(c2cccs2)N(C)C)s1 (stereo not given),-7%
COc1ccccc1N1CCN(C(=O)C[C@@H]2O[C@H](CNS(=O)(=O)c3ccc(Cl)cc3)[C@@H](O)[C@H]2O)CC1,?
O=C(c1cn(-c2ccccc2)nc1-c1cccnc1)N1CCN(c2ccc(O)cc2)CC1,?
Cc1ccc2nc(-c3ccc(F)cc3)c(NC(C)(C)CC(C)(C)C)n2c1,?
CCC(=O)N(CCC1(c2ccc(C)cc2)CCOC(C)(C)C1)Cc1ccccc1 (stereo not given),6%
CN1CCN(c2nc3c([nH]2)c(=O)n(C)c(=O)n3C)CC1,0%
CCc1cccc(C)c1NC(=O)Cn1ccn(Cc2ccc(Cl)cc2)c(=O)c1=O,-26%
